MCF10A rerep = induces DNA re-replication in MCF 10a normal breast cells; Potency, µM (highest dose often 46.1 µM), for the others: at the highest dose activity, positive = re-replication, usual class: activators; MCF 10A DNA re-replication, Hoechst nuclear intensity, 48 h; 2.9% of 350,000 active; AID 624296; also: potency is read from the fitted curve at half-maximal effect; % of control where 0% means no effect; nearly all actives have a fitted effect of over 50% in size
SW480 rereplic = DNA re-replication induction in SW480 cells; SW480 DNA re-replication, Hoechst DNA content imaging, 48 h; 1.8% of 340,000 active; Potency, µM (doses to about 46.1 µM), inactives show at the top dose re-replication activation, most hits filed as activators; AID 624297; also: potency is read from the fitted curve at half-maximal effect; % of control where 0% means no effect; nearly all actives have a fitted effect of over 55% in size
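Compounds, transferred as 23 nL by pin tool, were incubated with cells for 48 hr; DNA content per nucleus was then quantified by Hoechst staining and fluorescence plate imaging.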
HT1080 IDH1KD tx = toxicity to HT-1080 IDH1 knockdown cells (counter line) | HT-1080 IDH1 knockdown viability, ATP luminescence, 48 h | Potency, µM (highest dose often 46.1 µM), for the others: top-dose activity, negative = toxicity, hits mostly cytotoxic | 2% of 360,000 active | AID 686971;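 also: potency is read from the fitted curve at half-maximal effect; 0% = DMSO wells and -100% = cell-free medium wells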
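Cytotoxicity counter-line: IDH1KD HT-1080, 48 h, CellTiter-Glo. Curves classed by r2, magnitude and activity.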
KB-3-1 tox = KB-3-1 parental cell cytotoxicity | 1.4% of 400,000 active | Potency, µM (highest dose often 46.1 µM), without a hit: top-dose activity change, negative = cytotoxic, most hits filed as cytotoxic | KB-3-1 viability, CellTiter-Glo ATP luminescence, 72 h | AID 1347075; also: potency is read from the fitted curve at half-maximal effect; % is scaled to controls: 0 for no effect and ±100 for the full control effect; nearly all actives have a fitted effect of over 60% in size
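Viability of parental KB-3-1 cells, measured by CellTiter-Glo luminescence, followed a 72 h incubation at 37 °C with pinned compounds in phenol-red-free DMEM containing 10% FBS.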
KB-V1 MDR tox = KB-V1 MDR subline cytotoxicity | KB-V1 MDR cells viability, CellTiter-Glo, 72 h | Potency, µM (titrated, usually from 46.1 µM), inactives show top-dose activity change, negative = cytotoxicity, hits mostly cytotoxic | 3.4% of 400,000 active; also: potency is read from the fitted curve at half-maximal effect; % is scaled to controls: 0 for no effect and ±100 for the full control effect; nearly all actives have a fitted effect of over 60% in size
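Drug-selected KB-V1 cells, grown in DMEM lacking phenol red with 10% FBS, receive compound titrations; after three days at 37 degrees C, surviving cell ATP is quantified by CellTiter-Glo luminescence and responses normalized and curve-fitted.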
IL1B secr inh = blocks inflammasome-driven IL-1 beta release; 4.7% of 360,000 active; THP-1 LPS/ATP IL-1B secretion, AlphaLISA, 16 h; stronger effect = lower value; activity change, % at 57.5 µM; in the data active = activity change below about -50%; inconclusive = mostly about -30% to -49%; also: % is scaled to controls: 0 for no effect and ±100 for the full control effect
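THP-1 cells pretreated 1 hr with compounds (up to 57.5 uM final), then stimulated with LPS (250 ng/mL final) plus ATP (1.25 mM final); secreted IL-1B measured by AlphaLISA after 16 hr, decreased signal indicating inhibition.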
WRN helicase inh = blocks human WRN helicase | Q14191 | WRN helicase unwinding, fluorescent forked duplex, kinetic | Potency, µM (top dose mostly 114 µM), without a hit: at the highest dose activity change, negative = inhibition, hits mostly inhibitors | 0.46% of 360,000 active; also: potency is read from the fitted curve at half-maximal effect; % is scaled to controls: 0 for no effect and ±100 for the full control effect; nearly all actives have a fitted effect of over 55% in size
Target sequence (Q14191 whole entry, looked up): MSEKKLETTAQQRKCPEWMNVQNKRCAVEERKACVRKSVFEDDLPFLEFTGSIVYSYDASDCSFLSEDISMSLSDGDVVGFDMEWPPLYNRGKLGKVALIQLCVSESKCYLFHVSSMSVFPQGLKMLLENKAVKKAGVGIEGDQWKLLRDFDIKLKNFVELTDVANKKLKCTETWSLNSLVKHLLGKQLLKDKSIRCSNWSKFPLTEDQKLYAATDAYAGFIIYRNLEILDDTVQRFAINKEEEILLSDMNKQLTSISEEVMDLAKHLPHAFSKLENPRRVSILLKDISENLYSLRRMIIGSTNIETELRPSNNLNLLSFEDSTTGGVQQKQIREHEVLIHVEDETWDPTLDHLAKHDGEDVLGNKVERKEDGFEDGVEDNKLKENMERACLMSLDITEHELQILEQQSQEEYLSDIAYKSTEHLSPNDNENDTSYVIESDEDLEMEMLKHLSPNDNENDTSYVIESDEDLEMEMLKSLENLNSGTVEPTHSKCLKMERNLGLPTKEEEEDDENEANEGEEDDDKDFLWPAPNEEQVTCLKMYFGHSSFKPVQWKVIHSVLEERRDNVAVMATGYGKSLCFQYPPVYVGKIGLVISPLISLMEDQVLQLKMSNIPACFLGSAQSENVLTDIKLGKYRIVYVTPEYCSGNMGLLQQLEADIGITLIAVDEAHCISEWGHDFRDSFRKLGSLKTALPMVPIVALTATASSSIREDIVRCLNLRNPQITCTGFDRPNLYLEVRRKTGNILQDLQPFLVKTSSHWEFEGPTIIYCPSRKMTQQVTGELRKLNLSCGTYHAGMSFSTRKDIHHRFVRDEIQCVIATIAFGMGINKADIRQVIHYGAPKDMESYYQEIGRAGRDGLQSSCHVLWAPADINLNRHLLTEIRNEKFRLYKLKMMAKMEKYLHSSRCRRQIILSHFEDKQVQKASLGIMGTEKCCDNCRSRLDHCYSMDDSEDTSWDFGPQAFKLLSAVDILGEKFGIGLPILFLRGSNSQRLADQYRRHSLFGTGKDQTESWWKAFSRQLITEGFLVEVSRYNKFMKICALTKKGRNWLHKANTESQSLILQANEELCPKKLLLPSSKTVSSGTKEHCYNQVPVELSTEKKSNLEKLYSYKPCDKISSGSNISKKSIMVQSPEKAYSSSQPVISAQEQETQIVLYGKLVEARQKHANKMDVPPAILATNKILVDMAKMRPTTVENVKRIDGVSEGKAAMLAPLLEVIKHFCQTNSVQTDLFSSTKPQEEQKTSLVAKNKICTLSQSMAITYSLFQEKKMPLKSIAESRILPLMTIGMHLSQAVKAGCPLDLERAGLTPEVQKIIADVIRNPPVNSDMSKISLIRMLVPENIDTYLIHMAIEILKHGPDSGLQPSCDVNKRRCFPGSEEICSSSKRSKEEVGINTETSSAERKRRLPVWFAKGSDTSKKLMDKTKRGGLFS
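Primary qHTS, 1536-well format. 20 nM WRN + compound, 15 min RT; start with 100 nM forked fluorophore/quencher duplex, 2 mM ATP (final); kinetic read ex 525/em 598 nm.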
HT1080NT lethal = kills 2HG-producing HT-1080-NT fibrosarcoma cells | 1.6% of 360,000 active | HT-1080-NT fibrosarcoma viability, CellTiter-Glo ATP luminescence, 48 h | Potency, µM (titrated, usually from 46.1 µM), for inactives: at the top dose activity, negative = less viability, actives largely listed as cytotoxic | AID 686970;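 also: NT is the 2HG producing partner of a matched IDH1 knockdown line; potency is read from the fitted curve at half-maximal effect; 0% = DMSO-treated cells and -100% = media-only wells without cells; nearly all actives have a fitted effect of over 55% in size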
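Read-out is CellTiter-Glo luminescence after 10 minutes at room temperature, following 48 hours' compound treatment of HT-1080-NT cells (750 cells/well, RPMI, 5% FBS, 37 degrees C).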
ATXN2 expr inh = reduces ATXN2 reporter expression in HEK-293 cells | HEK-293 ATXN2-luciferase reporter, luminescence, 24 h | Potency, µM (top dose mostly 57 µM), without a hit: at the top dose activity change, negative = inhibition, hits mostly inhibitors | 0.72% of 360,000 active | AID 1745845; also: potency is read from the fitted curve at half-maximal effect; % is scaled to controls: 0 for no effect and ±100 for the full control effect; nearly all actives have a fitted effect of over 55% in size
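ATXN2-luciferase reporter cells (luciferase flanked by upstream and downstream ATXN2 gene portions) were treated 24 h at 37 °C with compounds at up to 57 uM. SteadyGlo luminescence gave expression; GF-AFC fluorescence gave viability.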
Active calls of the source: *; ? = inconclusive; . = not tested or not shown; [ ] = dose if it differs, or a comment. Unless noted, calls follow the shape of the dose curve; as a rule, active = well fitted curve in the direction sought with a large enough effect; inconclusive = small, poorly fitted or top-dose-only effect, or another doubt; inactive = no such curve, though single readings can be large; an effect the other way counts as inactive or inconclusive.

SMILES	MCF10A rerep	SW480 rereplic	HT1080 IDH1KD tx	KB-3-1 tox	KB-V1 MDR tox	IL1B secr inh	WRN helicase inh	HT1080NT lethal	ATXN2 expr inh
CC(=O)c1cc(CN2CCN(C3CCN(C(C)C)CC3)C(CCO)C2)cs1 (centres undefined)	0%	0%	1%	-10%	2%	-12	1%	-7%	.
COc1ccc(Cn2ccnc2)cc1Br	6%	-4%	-1%	0%	8%	-6	1%	5%	-3%
OC1(c2nc3ccccc3[nH]2)CCCCC1	-20%	-30%	0%	1%	?	8	4%	0%	11%
Cc1ccc2nc(N(CCCN(C)C)C(=O)COc3ccc(Cl)cc3)sc2c1	1%	-5%	5%	5%	13%	-28	0%	2%	.
O=C(Nc1ccc(F)cc1)N1CCC(c2nc3c(nnn3Cc3ccccc3Cl)c(=O)[nH]2)CC1	1%	4%	-30%	3%	9%	-74*	-6%[57.1 µM]	-28%	-9%
CCC(=O)c1ccc(OCC(=O)OCC(=O)N2c3ccccc3CC2C)cc1 (centres undefined)	?	-54%[inhibitor]	7%	7%	11%	31	-7%	1%	-2%
Cc1nc(C(=O)Nc2ccccc2)sc1C1(C)CC(c2cccc([N+](=O)[O-])c2)=NO1 (centres undefined)	-4%	-7%	0%	0%	1%	4	0%	7%	4%
O=C(c1cc(-c2ccco2)on1)N1CCN(c2ccccc2)CC1	?	-2%	?	-1%	15%	13	-10%	-9%	-29%
COc1ccc(C(C(=O)NC(C)(C)C)N(C(=O)Cn2nnc3ccccc32)c2ccc(C(C)=O)cc2)cc1O (centres undefined)	0%	7%	1%	0%	6%	7	0%	24%	.
Cc1ccc(C)c(N2CCN(C(=O)c3ccc(N4CCCC4=O)cc3)CC2)c1	22%	-14%	-2%	-16%	-2%	0	-3%	-3%	-9%
Cn1cccc1Cc1nnc(SCC(=O)N2CCN(c3ccccc3)CC2)n1-c1ccc(F)cc1	14%	-6%	-2%	2%	12µM*	-23	-2%	10%	0%
Cc1ccc(S(=O)(=O)N2CCOCC2)cc1NC(=O)COC(=O)c1cnc(Cl)c(Cl)c1	-2%	0%	0%	2%	1%	-87*	-12%	1%	-10%
Clc1ccc(CSc2nnc(-c3ccccn3)n2Cc2ccco2)c(Cl)c1	?	15%	6%	?	10µM*	-1	-23%	6%	?
COCCNC(=O)c1cc(-c2ccccc2)n(Cc2cc(C)no2)n1	-1%	2%	0%	0%	0%	-13	0%	2%	0%
CCC(C)NCCCOc1ccc(C)cc1OC (centres undefined)	?	-3%	18%	-2%	-11%	-1	1%	18%	-19%
CCc1nnc(NC(=O)CSc2nnc(-c3ccccc3OC)n2-c2ccccc2)s1	2%	-3%	-14%	11%	-10%	-4	-2%	-5%	0%
C=CCNC(=S)NNC(=O)c1ccc(OCCC)cc1	6%	-9%	10%	-12%	4%	-1	5%	14%	4%
CCCN(C(=O)Cc1csc(-c2ccccc2)n1)C1CCS(=O)(=O)C1 (centres undefined)	-9%	3%	-1%	.	.	-1	-14%	0%	5%
CC(=O)SCC[N+](C)(C)C	-34%[inhibitor]	14%	-1%	0%	0%	31	0%	-17%	2%
COc1ccc(NC(=O)c2cc(-c3ccc(C)cc3)on2)cc1OC	?	2%	10%	3%	-16%	-14	-11%	20%	-17%
CC(=O)Nc1c2c3c(cccc3n(C)c1=O)C(=O)c1ccccc1-2	10%	0%	-1%	-7%	-9%	-8	4%	-1%	-9%
CCCCOc1ccc(C(=O)NCC(=O)N2CCN(C/C=C/c3ccccc3)CC2)cc1	.	.	-18%	-15%	?	23	4%	-10%	.
COc1ccc(NC(=O)CN2CCc3ccccc3C2)c(OC)c1	2%	19%	-3%	24%	-15%	40	9%	-9%	11%
COC(=O)NCC(c1ccc2c(c1)OCO2)N1CCN(c2ccc(OC)cc2)CC1 (centres undefined)	?	5%	2%	0%	-11%	8	0%	3%	.
CNc1ccccc1C(=O)OC(C)C(=O)Nc1ccc(Cl)cn1 (centres undefined)	?	?	4%	.	.	-75*	-30%	0%	8.9µM*
Next section:
SMILES	MCF10A rerep	SW480 rereplic	HT1080 IDH1KD tx	KB-3-1 tox	KB-V1 MDR tox	IL1B secr inh	WRN helicase inh	HT1080NT lethal	ATXN2 expr inh
C=CCNC(=O)N[C@@H](Cc1ccccc1)C(=O)OC	29%	-10%	23%	9%	28%	-3	-5%	19%	6%
CN(C(=O)Cn1c(=O)oc2ccccc21)C1CCCCC1	-7%	3%	0%	2%	-33%	-6	6%	1%	10%
Nc1nnc(-c2ccc(Cl)c(Cl)c2)s1	-5%	0%	5%	-2%	23%	-14	9%	-2%	.
COc1ccccc1-n1c(C)nc2cc(C(=O)O)ccc21	3%	-6%	1%	-5%	2%	-1	-17%	-2%	-13%
CCOC(=O)c1ccc(-n2ccnc2)c(NC(=O)c2ccc(Cl)cc2)c1	4%	-70%[inhibitor]	1%	2%	15µM*	-1	0%	2%	-4%
Cc1cc(NC(=O)CSC2=NS(=O)(=O)c3ccccc3N2)no1	-1%	-1%	2%	3%	0%	4	0%	-1%	2%
Cn1c(=O)n(CC(=O)NCc2cccnc2)c2ccccc21	0%	0%	1%	5%	-11%	4	6%	14%	2%
COc1cccc(Oc2c(C)oc3c(CN4CCOCC4)c(O)ccc3c2=O)c1	3%	1%	4%	-1%	1%	0	-7%	0%	.
CCOc1ccc(C)cc1S(=O)(=O)n1ccnc1	-9%	-3%	13%	0%	0%	33	10%	17%	7%
COc1ccc(CCNc2ncnc3[nH]ncc23)cc1OC	14%	-1%	-2%	-28%	18%	4	-11%	?	-14%
CCc1ccc2[nH]c(=O)c(CN(Cc3ccco3)S(=O)(=O)c3ccc4c(c3)OCCO4)cc2c1	18%	-1%	7%	14%	-29%	8	-5%	23%	-30%
O=C(CSc1c2c(nc3ccccc13)CCC2)N1CCCC1	3%	-14%	-5%	-5%	-9%	-8	-1%	-6%	9%
O=C(NC1CCCCC1)N1CCSC1=Nc1ccccc1	?	3%	?	?	?	-6	-6%	-11%	-33%
NCCCn1c(C(=O)c2ccc(Cl)cc2)c2ccc(C(F)(F)F)cc2[n+]1[O-]	1%	-35%[inhibitor][9.22 µM]	-14%	-4%	-23%	-22	7%	-1%	5%
CCOc1ccc(C2C(C(=O)OC)=C(C)N=C3SCCC(=O)N32)cc1OCC (centres undefined)	5%	-1%	9%	-5%	0%	-4	-6%	6%	0%
CN(CCNC(=O)C1CCC(=O)N(Cc2ccc(Cl)cc2)C1)CCc1ccccc1 (centres undefined)	4%	9%	-4%	.	.	?	-11%	-2%	-12%
Cc1cc(C)c(O)c(-c2n[nH]c3c2C(c2cccc(O)c2)N(Cc2ccco2)C3=O)c1 (centres undefined)	?	24%	?	-24%	-38%	?	-5%	?	-25%
CC(=O)c1c(C)[nH]c(C(=O)OCC(=O)Nc2nnc(-c3ccccc3)o2)c1C	18%	-10%	-14%	-8%	0%	3	-3%	-27%	-5%
O=C(NNS(=O)(=O)c1ccccc1)C1CCN(S(=O)(=O)c2ccccc2)CC1	-3%	-9%	4%	9%	13%	0	9%	6%	-24%
O=C(O)C1C(c2ccccc2)C(C(=O)Oc2ccc(O)cc2)C1c1ccccc1 (centres undefined)	2%	-8%	14%	-2%	-6%	3	-3%	21%	-9%
CC(C)CCCC(C)NS(=O)(=O)Cc1ccccc1 (centres undefined)	6%	-17%	0%	4%	-18%	13	-2%	-1%	.
Cc1cccc(C)c1NC1=NC2(CCCCC2)N=C(N)N1	0%	-22%	6%	5%	3%	?	-5%	15%	.
CCC(NC(=O)c1ccccc1NC(=O)c1ccco1)C(=O)NNC(=O)c1ccncc1 (centres undefined)	0%	10%	2%	2%	10%	4	-7%	5%	.
CCOCCCN1CN(Cc2ccccc2)CNC1=S	0%	-61%[inhibitor]	-1%	0%	?	5	12%	-5%	5%
CC(C)CN(C(=O)C1CCC1)c1c(N)n(Cc2ccccc2)c(=O)[nH]c1=O	?	-1%	-6%	0%	-2%	-9	-4%	-7%	-2%

An excerpt from above in order of the WRN helicase inh value, falling:
SMILES | SW480 rereplic | IL1B secr inh | WRN helicase inh
CCOc1ccc(C)cc1S(=O)(=O)n1ccnc1 | -3% | 33 | 10%
NCCCn1c(C(=O)c2ccc(Cl)cc2)c2ccc(C(F)(F)F)cc2[n+]1[O-] | -35%[inhibitor][9.22 µM] | -22 | 7%
CCOc1ccc(C2C(C(=O)OC)=C(C)N=C3SCCC(=O)N32)cc1OCC (centres undefined) | -1% | -4 | -6%
COc1ccccc1-n1c(C)nc2cc(C(=O)O)ccc21 | -6% | -1 | -17%

The list continues:
SMILES	MCF10A rerep	SW480 rereplic	HT1080 IDH1KD tx	KB-3-1 tox	KB-V1 MDR tox	IL1B secr inh	WRN helicase inh	HT1080NT lethal	ATXN2 expr inh
Cc1cccc(-c2cc(C(=O)N3CCCc4ccccc43)c3ccccc3n2)c1	10%	-1%	-6%	-27%	?	-29	-25%	-1%	-2%
Nc1c(-c2ccccc2)cnn1-c1cccc(Cl)c1	7%	-1%	-1%	-13%	-8%	11	-11%	0%	121%[activator]
COc1ccc(S(=O)(=O)N(C)C[C@H]2Oc3ccc(NC(=O)Cc4ccccc4)cc3C(=O)N([C@H](C)CO)C[C@@H]2C)cc1	7%	-5%	12%	11%	8%	-3	-3%	3%	1%
COc1ccc(S(=O)(=O)NCC(=O)Nc2ccc(F)cc2)cc1	3%	-7%	0%	-2%	5%	6	-5%	7%	.
CC(=O)Nc1nc2c(s1)CCc1ccccc1-2	?	-16%	3%	-3%	?	7	-7%	8%	.
CCOC(=O)c1c(C)n(C(=O)c2ccco2)c(=O)n1C(=O)c1ccco1	8%	-3%	4%	4%	0%	-68*	1%	0%	-9%
Cc1cc(C)cc(NC(=O)N2CCC(c3nc4ccccc4o3)CC2)c1	19%	1%	8%	0%	-24%	0	-4%	4%[9.24 µM]	?
